Compound activity: PubChem BioAssay, several laboratories
West Nile virus CPE: West Nile virus antiviral activity, cell-based, CPE readout (AID 1621); CPE inhibition, % at 10 µM, or IC50 in µM where a hit was titrated; 290,000 compounds, 0.02% hits; West Nile virus-infected cells, CPE inhibition; higher % means a stronger effect; in the data active means a potency from the dose series; inconclusive means CPE inhibition mostly from about 3.7% at the one dose, without a potency; inactive means the rest, 99 in 100 with CPE inhibition below about 2.2%; further: strong numbers were not always called active
T cell HTS: modulators of CD8 T cell-vesicle binding, primary screen, mouse 2C CD8+ T cells, flow cytometry; 330,000 compounds, 0.068% hits; 2C CD8+ T cell-vesicle binding; stronger effect = lower value; calls only at 7 µM;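 active means response, share of CD8 T cells binding vesicles, and their 90th percentile fluorescence all below set limits, cut at about 80% in these data, passing the limit was not always enough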
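Assay system – 2C mouse CD8+ T cells · Also added – QL9-loaded Drosophila micro-vesicles · Timing – Cell–vesicle co-incubation 1.5 h at 37 °C, staining 20 min on ice · Signal – flow cytometry of vesicle-bound cells · Measure – percent CD8+ FL2 mean versus row control · Controls – Peptide-free naked vesicles (low) and QL9 vesicles with 0.7% DMSO vehicle (high)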
WT yeast gro inh: growth inhibition of WT strain, primary screen, mitochondrial fusion inhibitor project, WT and mutant strains, chemical genetic. mitochondrial fusion phenotypic screen. inhibition, % at 10 µM. 190,000 compounds, 2.1% hits; in the data active means inhibition above about 58%; tested in S. cerevisiae
Large T inhibition: SV40 large T antigen inhibitors, biochemical (AID 1903); SV40 large T antigen ATPase/helicase inhibition assay; higher % means a stronger effect; inhibition, % at 20 µM, or IC50 in µM where a hit was titrated; 310,000 compounds, 0.39% hits; in the data active means a potency from the dose series; inconclusive means inhibition mostly from about 32% at the one dose, without a potency; inactive means the rest, 99 in 100 with inhibition below about 32%; further: strong numbers were not always called active
Rac1 GTP hydrolysis: MgcRacGAP GTPase-activating activity inhibitors, confirmation, biochemical, ADP Hunter fluorescence. one-dose inhibition, % at 30 µM; IC50 in µM for titrated hits. 340,000 compounds, 0.6% hits. MgcRacGAP-stimulated Rac1 GTP hydrolysis, ADP Hunter fluorescence; higher % means a stronger effect; GST-tagged Rac1 F28L mutant substrate. AID 624330, 2012. Rac GTPase-activating protein 1 (Homo sapiens);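 active means first-screen hits whose inhibition reached a set limit at any dose in the follow-up dose series; inconclusive means inhibition above the set first-screen limit but never retested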;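 further: fluorescence reports GDP produced by GAP-driven GTP hydrolysis; strong numbers were not always called active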
PhoP inhibition: inhibitors of PhoP regulon expression, primary screen, Salmonella Typhimurium, GFP reporter (AID 1863). inhibition, % at 50 µM, or IC50 in µM where a hit was titrated. 300,000 compounds, 0.16% hits. S. Typhimurium PhoP-regulated promoter GFP reporter, 4 h; higher % means a stronger effect;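 active means inhibition over 29.93%, a cutoff 3 SD above the screen mean, later confirmed by dose response; inconclusive means inhibition over 29.93% but no dose response follow-up; inactive means inhibition at most 29.93% or unconfirmed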;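 further: 0% = low Mg2+ inducing control and 100% = high Mg2+ repressing control; strong numbers were not always called active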
Myeloid diff MLP: induction of myeloid progenitor differentiation, primary screen, cell-based, flow cytometry, MLPCN library; 360,000 compounds, 1% hits; ER-HoxA9 myeloid progenitors, lysozyme-GFP differentiation; calls only at 10 µM;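 active means normalized GFP-positive differentiation at or above the plate's own cutoff, the solvent-only control mean plus 3 SD; inconclusive means no clear call, values can overlap the other calls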;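 further: cells exposed to compound for four days before flow analysis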
RSV CPE inhibition: RSV antiviral activity via CPE protection, HEp-2 cells, primary 10 µM value included (AID 2391) | CPE inhibition, % at 10 µM; hits with a dose series show IC50 in µM | 310,000 compounds, 0.13% hits | HEp-2 cells, RSV-induced CPE inhibition; higher % means a stronger effect; in the data active means a potency from the dose series; inconclusive means CPE inhibition mostly from about 23% at the one dose, without a potency; inactive means the rest, 99 in 100 with CPE inhibition below about 21%; further: strong numbers were not always called active
bCat nuc transl: modulators of beta-catenin nuclear translocation, primary screen, imaging, HeLa cells, immunofluorescence, high-content; nuclear translocation activity, % at 5 µM; 190,000 compounds, 0.3% hits; AID 1665, 2009;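 active means nuclear translocation activity above 50% at 5 µM, with a well cell count of 50 or more; inconclusive means wells under 50 cells across six images, flagged as toxic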;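 further: per-cell ratio of nuclear to cytoplasmic median beta-catenin stain intensity; plate controls were DMSO negative control for no effect and GSK-3 inhibitor IX positive control for full effect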
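Read-out: Nuclear/cytoplasmic beta-catenin signal ratio, % activation | Assay system: Human HeLa cell line | Times: 24 h compound exposure at 37°C, 5% CO2 | Signal: Fluorescence imaging of beta-catenin antibody stain plus DAPI | Dosing: 5 µM primary, 0.02–20 µM confirmation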
WT yeast gro inh mutant strain: second read-out of WT yeast gro inh, no call of its own (marks repeat the call); inhibition, %; mitochondrial fusion phenotypic screen, mutant strain inhibition
bCat nuc transl cell count 5 µM: also measured in bCat nuc transl; calls as there; cell count; measured here: cell count, cytotoxicity flag
T cell HTS vesicle-bound %: also measured in T cell HTS; calls as there; double positive events, %; measured here: CD8+ vesicle-bound cell fraction;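 binding gate set so that unloaded-vesicle control wells show 10% double positive cells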
Myeloid diff MLP GFP+ MAC1+ %: second read-out of Myeloid diff MLP, no call of its own (marks repeat the call); GFP+ MAC1+ double positive, %; measured here: differentiation confirmed by MAC1 staining
Numbers without * were called inactive; i = inactive; ? = inconclusive; . = not tested or not shown.

SMILES	West Nile virus CPE	T cell HTS	T cell HTS vesicle-bound %	WT yeast gro inh	WT yeast gro inh mutant strain	Large T inhibition	Rac1 GTP hydrolysis	PhoP inhibition	Myeloid diff MLP	Myeloid diff MLP GFP+ MAC1+ %	RSV CPE inhibition	bCat nuc transl	bCat nuc transl cell count 5 µM
CCN1CCCC1CNC(=O)c1ccc(N2CCOCC2)c(NS(=O)(=O)c2ccc(OC)cc2)c1 (centres undefined)	0.1%	i	20	-6	15	18%	4%	1%	i	0.0	-0.9%	.	.
COc1ccccc1OC(C)C(=O)N1CC(=O)Nc2ccccc21 (centres undefined)	0.2%	i	21	.	.	4%	5%	5%	i	0.5	1.4%	.	.
Oc1[nH]c2ccccc2c1N=Nc1ccc(F)cc1	0.0%	i	46	-11	-5	5%	4%	-54%	i	0.0	9.2%	4.1	957
O=C1/C(=C/c2ccccc2)CCC1C1CCCC1 (centres undefined)	0.1%	i	3	-2	-20	5%	-1%	-2%	i	3.6	2.0%	-1.5	946
COc1cc(C)ccc1OCc1cc(C(=O)NCCN2CCOCC2)no1	-0.8%	i	27	.	.	15%	8%	7%	i	1.7	1.2%	.	.
COc1ccc(CN=C2NC(=O)CC(C(=O)Nc3cc(C)cc(C)c3)S2)cc1 (centres undefined)	-0.8%	i	42	-2	24	3%	7%	1%	i	0.5	0.8%	0.6	931
Cc1c(Cl)c(C(=O)N2CCCCCC2)nn1C	-0.3%	i	18	.	.	10%	-5%	0%	?	.	0.5%	.	.
Cc1cccc(OCC(O)CN2CCN(c3ccccn3)CC2)c1C (centres undefined)	-0.1%	i	9	.	.	4%	0%	10%	i	0.8	0.2%	.	.
COCCOC(=O)C(CC(=O)O)NCc1ccco1 (centres undefined)	0.1%	i	37	.	.	-8%	6%	5%	i	0.2	1.5%	0.6	1329
COc1ccc(S(=O)(=O)Nc2cc(C)ccn2)cc1OC	0.5%	i	11	-4	8	0%	13%	4%	i	3.9	0.7%	0.4	1184
CCOC(=O)N1CCN(C(=O)CSc2nc3c(c(=O)n2-c2ccccc2OC)SCC3)CC1	0.1%	i	41	5	5	11%	8%	3%	i	0.6	0.9%	0.0	1328
Cc1cc(Cl)c(S(=O)(=O)NCc2cccnc2)cc1OCC(N)=O	-0.1%	i	1	-5	-16	6%	2%	3%	i	1.7	0.5%	.	.
COc1ccccc1N1CCN(CCNC(=O)Nc2cccc(C)c2C)CC1	.	i	29	6	7	-2%	7%	-2%	i	0.0	?	0.8	1094
CC(C)CC(NC(N)=O)C(=O)OCC(=O)N(Cc1ccccc1)Cc1ccccc1 (centres undefined)	0.9%	i	20	12	10	-4%	-4%	-2%	i	0.1	1.9%	-1.2	1118
COc1ccc([N+](=O)[O-])cc1NS(=O)(=O)Cc1ccccc1	-0.6%	i	67	.	.	3%	12%	0%	i	0.4	0.2%	.	.
CC(C)c1ccc2c(c1)CCC1C(C)(CN)CCCC21C (centres undefined)	-0.9%	i	58	.	.	12%	4%	?	i	0.1	-3.1%	-1.8	1295
CCn1cc(CNC(=O)c2cc(Cl)ccc2OC)c(C)n1	-0.4%	i	12	4	2	5%	15%	0%	?	.	1.1%	-1.7	983
CC(=O)c1cccc(N(C(=O)c2ccco2)C(C(=O)NC2CCCC2)c2ccc(N3CCOCC3)cc2)c1 (centres undefined)	-0.6%	i	68	1	-5	13%	0%	-5%	i	0.1	-1.1%	0.2	962
Cc1ccc2nc3c(c(Nc4ccc5c(c4)OCCO5)c2c1)CCC3	0.2%	i	28	4	9	20%	19%	0%	i	0.7	?	3.0	805
N#CCOC(=O)c1c2c(nc3ccccc13)CCC2	-0.5%	i	40	3	12	14%	4%	-7%	i	0.1	-0.3%	-6.1	1092
CC(=O)Oc1ccc(N(C(C)=O)S(=O)(=O)c2ccc(Cl)cc2)c2ccccc12	2.2%	i	54	.	.	-2%	-9%	-6%	i	0.0	0.0%	.	.
CCNC(=O)CSc1nc2sccc2c(=O)n1-c1ccccc1	0.2%	i	50	.	.	-7%	9%	-6%	i	0.7	-0.4%	.	.
CCCCOc1ccc(C(=O)O)cc1	0.5%	i	43	-11	7	7%	13%	1%	i	0.7	0.7%	-3.1	1202
Cc1cc2c(ncn2C)c(NS(=O)(=O)c2ccccc2Cl)c1C	-0.6%	i	6	16	22	3%	7%	2%	i	0.8	1.1%	-2.2	1007
COc1ccc(S(=O)(=O)N2CCC(c3cc(-c4cccc5ccccc45)n[nH]3)CC2)cc1	-0.4%	i	14	21	-9	-3%	-2%	-1%	i	1.1	?	.	.
CCOc1cc(C(=O)N(C)CC(=O)Nc2cccc(F)c2)ccc1OCC(=O)N1CCCCC1	.	i	50	.	.	14%	5%	-7%	i	0.8	0.1%	.	.
Cc1cc(C(=O)Nc2cc(C)on2)on1	-0.2%	i	19	.	.	-3%	-2%	.	i	2.6	1.5%	.	.
NS(=O)(=O)c1ccc(CNS(=O)(=O)Cc2ccc(Cl)cc2)cc1	-1.0%	i	50	.	.	9%	7%	1%	i	1.0	2.9%	.	.
C/C(CC(=O)NC(C)(C)C)=N\NC(N)=S	-0.4%	i	37	-1	-5	8%	-4%	-6%	i	0.1	0.4%	-2.7	1026
CCn1cc(C(=O)OCc2cccc(Br)c2)c(=O)c2ccc(C)nc21	1.3%	i	31	25	29	20%	5%	-6%	i	1.3	?	-0.7	984
CCOC(=O)c1cnc2c(OC)cccc2c1N1CCN(c2ccccc2OC)CC1	0.6%	i	46	55	13	6%	8%	-5%	i	0.7	11%	-0.4	1514
COc1ccc(CCNC(=O)C(=O)NCC2OCCN2S(=O)(=O)c2cccs2)cc1OC (centres undefined)	-0.8%	i	36	.	.	27%	5%	-3%	i	2.1	0.6%	.	.
COC(=O)c1ccc(NC(=O)c2cc(-c3ccncc3)nc3ccccc23)cc1	.	i	44	.	.	.	-12%	.	i	0.9	0.5%	.	.
O=C(O)CN1C(=O)/C(=C\c2cn(CC(=O)N3CCOCC3)c3ccccc23)SC1=S	-0.3%	i	42	1	-22	5%	0%	-51%	i	0.0	1.8%	0.1	988
CCC(Cc1ccccc1)NS(=O)(=O)c1csc(C(N)=O)c1 (centres undefined)	0.1%	i	26	.	.	-16%	2%	5%	i	1.2	3.5%	.	.
CCOc1ccc(NS(=O)(=O)c2ccc(-c3cnc(C4CC4)o3)cc2)cc1	0.0%	i	22	.	.	12%	3%	-1%	i	3.0	4.1%	.	.
Cc1cccc(C(=O)OCC(=O)N2CC(C)OC(C)C2)c1C (centres undefined)	-0.2%	i	40	.	.	4%	4%	2%	i	0.2	1.6%	.	.
CCCNC(=O)C1CC(=O)N(c2ccc(OCC)cc2)C1 (centres undefined)	.	i	28	12	-17	4%	1%	7%	?	.	-0.1%	-2.3	1042
COC(=O)c1cc(S(=O)(=O)N2CCN(c3ccccc3F)CC2)c[nH]1	-0.1%	i	50	.	.	6%	0%	-16%	i	2.4	?	.	.
O=C(C1CCC1)N1CCc2cc(S(=O)(=O)NC3CCCc4ccccc43)ccc21 (centres undefined)	-1.1%	.	.	4	11	8%	11%	2%	i	1.3	-0.5%	-11	1232

Single values from the results shown:
`O=C(O)CN1C(=O)/C(=C\c2cn(CC(=O)N3CCOCC3)c3ccccc23)SC1=S` in RSV CPE inhibition: 1.8%
`CCn1cc(C(=O)OCc2cccc(Br)c2)c(=O)c2ccc(C)nc21` in Large T inhibition: 20%

(cont.)
SMILES	West Nile virus CPE	T cell HTS	T cell HTS vesicle-bound %	WT yeast gro inh	WT yeast gro inh mutant strain	Large T inhibition	Rac1 GTP hydrolysis	PhoP inhibition	Myeloid diff MLP	Myeloid diff MLP GFP+ MAC1+ %	RSV CPE inhibition	bCat nuc transl	bCat nuc transl cell count 5 µM
COc1cc(Br)cc(C(c2c(C)n(C)n(-c3ccccc3)c2=O)c2c(C)n(C)n(-c3ccccc3)c2=O)c1O	.	i	32	.	.	15%	.	.	i	0.8	1.4%	.	.
COc1cc(N)c(C(O)c2nccc3cc(OC)c(OC)cc23)cc1OC (centres undefined)	-0.3%	i	62	.	.	12%	-14%	-7%	i	0.2	1.5%	.	.
CC1(C)CC(=O)C(N=Nc2ccc(Br)cc2)=C(O)C1	0.4%	i	22	.	.	4%	.	-7%	i	0.6	5.0%	-1.1	1396
CCC(C)NC(=O)CNC(=S)N(Cc1ccccc1)Cc1cccnc1 (centres undefined)	-1.0%	i	49	-1	-1	-5%	5%	30%	i	1.4	1.2%	-3.0	1167
N#Cc1c(-c2ccccc2)nc(N2CCN(Cc3ccccc3)CC2)[nH]c1=O	0.6%	i	32	.	.	4%	0%	5%	i	0.8	2.2%	.	.
Cc1ccccc1C(=O)Nc1ccc2nc3n(c(=O)c2c1)CCC3	0.6%	i	44	9	6	17%	0%	2%	i	1.6	2.1%	.	.
CCc1c(C)nc2ncnn2c1NC1CCCc2ccccc21 (centres undefined)	-1.9%	i	11	7	1	3%	-5%	0%	i	2.2	5.3%	0.1	1283
CSc1ccccc1NC(=O)Nc1ccc(F)c(Cl)c1	-0.5%	i	11	20	-3	7%	5%	-12%	i	0.9	7.9%	.	.
O=C(Nc1cccc(C(=O)O)c1)/C(=C\c1ccc2c(c1)OCO2)NC(=O)c1ccc(Br)o1	0.6%	i	18	13	8	6%	-2%	4%	i	0.5	-1.2%	.	.
O=C(Nc1ccccc1)c1nn(-c2ccccc2)c(=O)cc1C(F)(F)F	0.0%	i	3	-3	2	-1%	2%	17%	i	0.4	-0.1%	1.3	1354
COc1ccc(C(=O)Nc2ccc(NC(=O)c3ccccc3OC)nc2)cc1	-0.3%	i	26	.	.	5%	3%	10%	i	0.2	0.1%	.	.
Cc1cnn2c(C3CC3)ccnc12	-0.6%	i	22	-8	2	5%	5%	7%	i	2.7	3.0%	0.6	998
